# Assay outcomes: PubChem BioAssay, several laboratories
# Y pestis TopoI: inhibitors of Yersinia pestis topoisomerase I; Y. pestis Topo-I cleavage product accumulation, plate reader; activity, % at 10 µM; actives 0.064% (n = 360,000); AID 504884; in the data active = activity above about 50%, passing the limit was not always enough; also: inactives centre near 2
# VHR inh abs: DUSP3 (human) phosphatase inhibition. recombinant VHR phosphatase, pNPP absorbance. inhibition, % at 13.3 µM. actives 0.52% (n = 290,000). AID 1654; in the data active = inhibition above about 50%; also: some compounds called inactive have numbers as strong as hits
# Target sequence (P51452 whole entry, looked up): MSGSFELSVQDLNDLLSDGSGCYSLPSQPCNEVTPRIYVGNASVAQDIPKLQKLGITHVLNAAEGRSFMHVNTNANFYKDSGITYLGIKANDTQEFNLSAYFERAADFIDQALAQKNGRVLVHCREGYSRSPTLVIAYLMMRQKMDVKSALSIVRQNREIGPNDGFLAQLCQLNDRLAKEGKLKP
# CCHFV vOTU inh: CCHFV vOTU protease inhibition; Pep-AMC fluorescence; inhibition, % at 11.5 µM; actives 0.55% (n = 370,000); in the data active = inhibition above about 30%; also: 0% = vehicle wells with enzyme and 100% = no enzyme wells
# 3CLpro inhibitor: SARS-CoV 3CLpro protease inhibition | P0C6X7 | inhibition, % at 6 µM | actives 0.14% (n = 290,000) | recombinant SARS-CoV 3CLpro, quenched FRET peptide cleavage | AID 1706; in the data active = inhibition above about 12%
# PriA SSB inh: K. pneumoniae PriA-SSBct interaction inhibition. AlphaScreen SSBct-PriA binding, biotinylated peptide. inhibition, % at 33 µM. actives 0.6% (n = 430,000). AID 1272365; in the data active = inhibition mostly above about 37%, no sharp cut-off; inactive = mostly below about 20%;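 also: plate controls were negative control peptide for no effect and reference peptide for full effect; strong numbers were not always called active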
# PrPC surface inh: cell surface PrPC inhibition, primary TR-FRET screen | TR-FRET read-out | inhibition, % at 13.8 µM | actives 0.43% (n = 370,000); in the data active = inhibition above about 24%; also: 0% = median of the test wells and 100% = reference compound wells
# Rv3671c protease: Rv3671c (M. tuberculosis) protease inhibition. actives 0.048% (n = 320,000). inhibition, % at 5.96 µM; in the data active = inhibition above about 38%;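 also: extracellular domain of Rv3671c used as enzyme; 0% = enzyme with DMSO and 100% = no enzyme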
# Target sequence (P9WHR9 whole entry, looked up, the tested form may be a part): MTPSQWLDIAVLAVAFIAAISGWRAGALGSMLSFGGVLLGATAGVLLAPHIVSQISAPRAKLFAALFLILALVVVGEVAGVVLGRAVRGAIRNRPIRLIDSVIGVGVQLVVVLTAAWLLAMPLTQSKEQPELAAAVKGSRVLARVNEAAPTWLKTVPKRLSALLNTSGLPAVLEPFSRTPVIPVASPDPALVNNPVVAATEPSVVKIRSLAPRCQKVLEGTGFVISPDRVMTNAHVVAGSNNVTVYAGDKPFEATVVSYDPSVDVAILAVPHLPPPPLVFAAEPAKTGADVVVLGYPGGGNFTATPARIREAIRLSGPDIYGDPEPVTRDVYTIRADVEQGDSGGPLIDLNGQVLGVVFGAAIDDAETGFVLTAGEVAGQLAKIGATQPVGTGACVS
# TcdB GH inh: blocks C. difficile toxin B glycohydrolase activity; inhibition, % at 9.99 µM; actives 0.24% (n = 350,000); P18177; TcdB glycohydrolase enzymatic assay, plate reader; in the data active = inhibition above about 10%
# MazF activator: MazEF (E. coli) toxin RNase activation. FAM/BHQ RNA-DNA oligo cleavage fluorescence, 5 h. activation, % at 20 µM. P0AE70. AID 504720. actives 0.32% (n = 350,000); in the data active = activation above about 50%
# Target sequence (P0AE70 whole entry, looked up): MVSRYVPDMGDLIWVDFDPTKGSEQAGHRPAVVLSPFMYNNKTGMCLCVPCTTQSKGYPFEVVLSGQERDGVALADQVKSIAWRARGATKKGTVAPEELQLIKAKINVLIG
# Vc quorum ag: quorum light induction in luxS cqsA deficient V. cholerae. AID 588436. V. cholerae BH1578 lux reporter, luminescence, 6 h. actives 0.16% (n = 350,000). activation, % at 18.7 µM; in the data active = activation mostly above about 9.7%, no sharp cut-off; also: not every result past the cut was called active; inactives centre near 0; reference of the scale not given here
# The depositor's hits bear a star; i = inactive; · = no result given; & = joins results of further samples.
SMILES,Y pestis TopoI,VHR inh abs,CCHFV vOTU inh,3CLpro inhibitor,PriA SSB inh,PrPC surface inh,Rv3671c protease,TcdB GH inh,MazF activator,Vc quorum ag
O=C(NC1CCCC1)C1CCC(CNS(=O)(=O)c2ccccc2)CC1 (configuration not stated),-5,-10,-2,1,-2,-1,5,2.6,10,0.5
Cc1nnc(SCC(=O)N/N=C/c2cc(Cl)c(O)c(Cl)c2)s1,2,-5,4,4,·,8,-9,·,-1,0.6
O=C(O)C1=C[C@@H](C2CC2)C[C@@H](OCCCCO)O1,11,·,-5,·,-10,1,9,·,6,i
CCC(=O)Nc1nn(C)c2nc3c(C)cccc3cc12,3,22,4,-1,-39,-3,-6,·,2,0.7
CC(C)(C)NC(=S)N/N=C/c1cc(Br)c(O)c(Br)c1,-9,-7,-8,6,·,8,5,-5.8,-4,-0.5
CC(=O)N(Cc1cc(=O)[nH]c2ccccc12)c1ccc(C)cc1C,17,24,-3,-7,-4,4,-4,-0.5,4,i
NC(=O)CN1C(=O)C(O)(CC(=O)c2ccccc2O)c2ccccc21 (configuration not stated),2,12,-2,16*,-5,-33,0,-0.3,0,-0.2
CCN(CC)C(=O)C1=C(C)N(Cc2ccccc2)C(=O)C(CC(=O)NC(c2ccccc2)c2ccccc2)C1 (configuration not stated),26,·,17,·,·,6,·,0.0,7,i
Oc1ccccc1CN(CCc1ccccc1)Cc1ccccc1,4,-4,0,-1,-83,6,-5,0.1,-2,0.0
O=C(NCCc1ccccn1)c1cc2ccccc2o1,6,21,22,2,-3,-7,5,2.0,9,-0.4
CCCC1O[C@@H]2CC3C4CCC5=CC(=O)C=C[C@]5(C)C4C(OC(C)=O)C[C@]3(C)[C@]2(C(=O)COC(C)=O)O1 (some centres not stated),14,16,12,2,3,-2,-11,·,1,i
COCCNC(=O)CSc1ccccc1C(=O)O,6,6,5,-1,5,-9,-1,-0.7,-4,i
O=C1CCCC2=C1C(c1ccc(OS(=O)(=O)c3ccc(Cl)cc3)cc1)C1=C(CCCC1=O)O2,0,11,-6,-5,-10,-2,3,·,2,-0.1
Cc1noc(C)c1CSc1nnc2n(-c3ccccc3)c(=O)c3ccccc3n12,3,·,-10,·,-14,5,-11,1.0,8,-0.3
COc1ccc(C(=O)CSc2ncnc3nc[nH]c23)cc1,2,4,-6,-4,-10,-8,2,-3.2,-2,-1.1
Cc1ccc(CC(=O)NCCCc2ccccc2)cc1,-7,35,-7,-1,-21,-6,2,·,1,-1.4
COc1cccc(NC(=O)N2CCC(n3nnc4ccccc43)CC2)c1,-1,34,-11,1,3,2,3,0.3,6,-1.3
CCc1cccc(CC)c1NC(=O)NC1CCCCC1,-7,-4,-18,4,-4,-1,-7,·,1,i
O=C(COC(=O)c1n[nH]c2ccccc12)Nc1ccccc1Br,-7,·,7,·,-10,2,-8,1.8,-11,-3.3
Cc1ccc(/C=N/NC(=O)c2cccs2)cc1[N+](=O)[O-],4,23,7,2,·,-3,-10,·,11,-0.6
CC(C)Cc1nnc(NC(=O)CCC(=O)NC2CCCCCCC2)s1,5,4,2,3,-2,7,10,-0.9,2,i
COc1ccc(C(=O)C2CCCN(C(=O)c3ccc(F)cc3)C2)cc1OC (configuration not stated),0,1,2,1,-5,-4,-2,0.8,7,-0.1
CCN(CC)C(=O)C(=O)c1cccn1-c1cccc(OC)c1C#N,3,31,-4,-3,-9,0,-1,1.0,6,-0.3
COc1ccccc1C(=O)NCCC(=O)NCC(c1ccco1)N1CCCCC1 (configuration not stated),-2,·,7,·,-8,1,-1,0.8,1,-2.6
CC1=NN(C(C#N)c2c(C)nn(Cc3ccccc3)c2C)C(C)(C)C1 (configuration not stated),-5,-12,1,0,-8,1,1,·,-1,-0.3
CCn1c(SCC(=O)Nc2ccc(C)cc2)nc2nc3c(cc2c1=O)COC(C)(C)C3,3,10,7,9,-2,-5,4,0.3,5,0.2
Cc1cc(/C=C(\C#N)C(=O)NCc2ccco2)c(C)n1C1CCCC1,8,35,-2,1,7,2,1,·,-5,-0.2
CSC1=NN(c2ccccc2)CN(c2ccccc2)N1C,2,·,2,·,·,-3,·,-97,5,4.3
CCc1ccccc1NC(=S)N(CCN(C)C)Cc1cccs1,-9,4,-7,3,-3,7,-5,2.8,3,-0.4
Cc1ccc2nc3c(c(C(=O)OCC(=O)N(C)C4CCS(=O)(=O)C4)c2c1)CCCC3 (configuration not stated),5,22,-10,3,5,7,-2,0.3,-2,-0.3

# Compounds listed so far that contain an NH in an aromatic ring, in the order listed:
SMILES,Y pestis TopoI,VHR inh abs,CCHFV vOTU inh,3CLpro inhibitor,PriA SSB inh,PrPC surface inh,Rv3671c protease,TcdB GH inh,MazF activator,Vc quorum ag
CC(=O)N(Cc1cc(=O)[nH]c2ccccc12)c1ccc(C)cc1C,17,24,-3,-7,-4,4,-4,-0.5,4,i
COc1ccc(C(=O)CSc2ncnc3nc[nH]c23)cc1,2,4,-6,-4,-10,-8,2,-3.2,-2,-1.1
O=C(COC(=O)c1n[nH]c2ccccc12)Nc1ccccc1Br,-7,·,7,·,-10,2,-8,1.8,-11,-3.3

# New compounds follow.
SMILES,Y pestis TopoI,VHR inh abs,CCHFV vOTU inh,3CLpro inhibitor,PriA SSB inh,PrPC surface inh,Rv3671c protease,TcdB GH inh,MazF activator,Vc quorum ag
O=C(Cn1nnc(-c2ccccc2F)n1)NCCc1ccccc1,4,-18,7,7,-3,4,-6,0.5,-5,-0.3
COc1ccc(S(=O)(=O)N2CCCC2CNC(=O)C(=O)NC2CCCC2)cc1 (configuration not stated),-1,·,-4,·,·,4,·,-0.1,-2,-0.1
Cc1onc(-c2c(Cl)cccc2Cl)c1C(=O)NCC1CCCO1 (configuration not stated),5,-5,-7,-3,-2,12,-6,0.2,5,-0.6
CS(=O)(=O)N(CCc1ccccc1)CC(=O)NCc1ccccc1Cl,17,-2,-12,3,-15,-4,8,0.7,-6,i
CC(=O)Nc1cccc(NC(=O)CSc2nnc3ccc(-c4cccnc4)nn23)c1,-1,·,3,·,-10,-10,1,0.1,8,-0.7
Cc1ccc(-n2ncc3c2CC(C)(C)CC3NC(=O)c2c(C)noc2C)cc1 (configuration not stated),18,-6,1,2,·,1,·,-0.8,-12,-0.1
CC(=O)N1C[C@H]2CON(C)[C@H]2C[C@H]1c1cccc(N2CCOCC2)c1,-7,·,4,·,·,0,·,-0.9,-17,-2.3
O=C(NC1CC1)C1=C[C@H](c2coc3ccccc3c2=O)C[C@H](OCc2ccc(CO)cc2)O1,2,·,-19,·,2,0,13,-0.1,-4,i
NCC/C=C1/c2ccccc2CSc2ccccc21,-15,0,1,-1,-1,-5,-11,·,10,i
CCOCCCNCc1ccc(OCCC(C)C)c(OC)c1,-4,16,5,1,2,0,9,0.2,3,0.2
O=C(NC1=NCCS1)c1ccc(C(F)(F)F)cc1,-5,·,0,-4,-4,-2,-11,-0.5,7,-1.2
CC(=O)c1ccc(N2CCN(S(=O)(=O)c3ccc(-c4cnc(C5CC5)o4)cc3)CC2)cc1,3,-20,·,2,-8,·,2,·,-9,-0.5
C=C(C)COc1ccc(-c2[nH]ncc2Oc2ccc(OC)cc2)c(O)c1,-6,23,9,3,-13,0,1,0.8,-16,-0.3
Cc1ccccc1Oc1ccc2c(c1)[C@@H]1C[C@H](N(C)C(=O)c3ccc(C#N)cc3)[C@H]([C@H](C)O)C(=O)N1CC2,39,·,-3,·,-5,1,·,0.0,6,i
O=C(c1ccc(Cl)cc1)N1CCN(C(=O)C2CCCCC2)CC1,4,20,-3,6,-4,-5,4,0.0,7,-0.4

# 3 structures already listed, arranged by heavy-atom count, ascending.
SMILES,Y pestis TopoI,VHR inh abs,CCHFV vOTU inh,3CLpro inhibitor,PriA SSB inh,PrPC surface inh,Rv3671c protease,TcdB GH inh,MazF activator,Vc quorum ag
CCOCCCNCc1ccc(OCCC(C)C)c(OC)c1,-4,16,5,1,2,0,9,0.2,3,0.2
CS(=O)(=O)N(CCc1ccccc1)CC(=O)NCc1ccccc1Cl,17,-2,-12,3,-15,-4,8,0.7,-6,i
CC(=O)Nc1cccc(NC(=O)CSc2nnc3ccc(-c4cccnc4)nn23)c1,-1,·,3,·,-10,-10,1,0.1,8,-0.7

# (next part)
SMILES,Y pestis TopoI,VHR inh abs,CCHFV vOTU inh,3CLpro inhibitor,PriA SSB inh,PrPC surface inh,Rv3671c protease,TcdB GH inh,MazF activator,Vc quorum ag
Cc1ccc(N2CC(C(=O)Nc3ccc(S(=O)(=O)Nc4nccs4)cc3)CC2=O)cc1C (configuration not stated),22,-29,14,0,5,3,-4,-6.8,2,-3.3
Cc1ccc(NC(=S)NCCc2ccc(Cl)cc2)c(C)c1,-3,-6,4,-1,-6,1,-1,1.4,-1,1.7
COc1ccc(C(=O)C2CCN(C(=O)c3ccc(F)cc3)CC2)cc1,2,0,-1,2,-4,3,0,1.0,2,0.7
COc1cccc(OCC(O)CN2CCN(c3ccc(F)cc3)CC2)c1 (configuration not stated),-2,·,11,-2,2,-4,-10,-0.2,-4,i
COc1ccccc1C(=O)N1CCC(N2CCN(c3ccccc3OC)CC2)CC1,14,16,-2,-2,-2,-2,2,1.1,-5,3.9
NC(=O)C1CCN(C(=O)c2ccc(F)c(S(=O)(=O)N3CCOCC3)c2)CC1,-4,·,3,·,4,-2,2,0.2,1,i
C[C@@H]1CN([C@@H](C)CO)C(=O)c2cc(Br)cnc2O[C@@H]1CN(C)Cc1ccc(Oc2ccccc2)cc1,38,·,2,·,·,-11,·,1.2&-4.7,0,-2.4
Clc1ccccc1-c1ccc(/C=N/Nc2nncc(-c3ccccc3)n2)o1,6,-7,5,6,·,0,1,0.3,6,-0.3
CC(C)CC(=O)NS(=O)(=O)c1ccc(NC(=O)c2ccco2)cc1,-4,22,·,1,-8,·,-9,·,-13,-0.6
Cc1cccc(OCCCc2c(C)n[nH]c2C)c1,17,15,11,-1,10,-1,8,·,2,-1.4
COc1ccc(NC(=O)CN2C(=O)NC3(CCCC3)C2=O)cc1Cl,-2,18,7,-3,-3,4,-11,-0.3,7,i
CC(CCCC(C)(C)O)CC1C2=C(CCCC2=O)OC2=C1C(=O)CCC2 (configuration not stated),-12,4,-10,2,-10,0,2,0.8,-1,2.1
CCOC(=O)CSc1nnc(CNC(=O)c2ccccc2OC)n1-c1ccc(OC)cc1,16,11,-5,7,11,-5,-15,·,9,-2.9
Cn1nccc1C(=O)Nc1ccccc1C(=O)O,-7,26,10,2,-4,0,7,·,-3,i
COc1ccc(-c2csc(N(CC(C)C)C(=O)c3ccco3)n2)cc1,33,4,20,-4,7,2,-3,1.0,2,i
FC(F)Oc1ccccc1/C=N/n1cnc2ccccc21,8,47,4,-1,·,-5,-9,1.2,6,-0.3
Cc1cc(C)c(NC(=O)CNC(=O)c2ccccc2OCc2c(C)noc2C)c(C)c1,6,·,-4,·,-5,0,6,0.4,2,i
O=C(Nc1ccccc1N1CCN(C(=O)c2ccccc2)CC1)c1ccco1,19,22,0,-13,9,-2,-13,6.2,0,-0.1
O=C(NC1CCCCC1)c1ccc(S(=O)(=O)N2CCCCC2)cc1,3,3,-3,5,-8,10,7,·,1,0.1
NS(=O)(=O)c1ccc(NC(=O)COC(=O)C2(c3ccccc3F)CCCC2)cc1,-5,4,-10,4,3,-1,-14,1.6,5,-0.3
COC(=O)c1cc(NC(=O)c2ccc(F)cc2)cc(C(=O)OC)c1,-14,19,-6,5,-14,1,-7,0.3,5,-1.4
Cc1ccc(NC(=O)CN2C(=O)NC3(CCCc4ccccc43)C2=O)c(Cl)c1 (configuration not stated),2,·,10,·,-5,7,3,3.3,-1,-3.8
CCOC(=O)c1ccccc1NC(=O)COC(=O)CN1C(=O)C2CC=CCC2C1=O (configuration not stated),13,6,-1,-1,22,-1,1,-0.1,-8,0.1
CC(C)(C)c1ccc(OCC(=O)Nc2ccc3c4c(cccc24)C(=O)NC3=O)cc1,26,10,20,3,-5,-1,·,0.5,-33,-0.3
Cc1ccccc1OCC(=O)NS(=O)(=O)c1ccc(Cl)cc1,-5,0,17,10,-7,-6,-10,0.1,-5,-0.3
CCN(c1ccccc1)c1nc(=O)c2cccnc2s1,1,8,5,6,5,18,4,0.3,6,-0.6
Cc1ccc(OCCC(=O)OCC(=O)Nc2c(C)nn(-c3ccccc3)c2C)cc1,-3,·,-11,·,-5,-2,8,2.7,4,i
Cn1c(N)c(C(=O)CSc2nnc3n2CCCCC3)c(=O)n(C)c1=O,-3,·,4,·,2,-7,-2,1.4,-4,i

# An excerpt; the hit share may differ from the screen's.
